Screens: PubChem, several laboratories
HTRA1 inhibitor: HTRA1 serine protease inhibitors, primary screen, biochemical, fluorescence polarization, HTS | Q92743 | recombinant HTRA1, FP-rhodamine activity-based probe | inhibition, % at 5.96 µM | 340,000 tested, 0.5% active | AID 504803, 2011; in the data active means inhibition above about 36%;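 further: 0% = enzyme with DMSO and 100% = wells lacking enzyme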
PG9 Ab binder: binders of HIV-1 gp120 antibody PG9, primary screen, biochemical, TR-FRET | HIV-1 gp120 / PG9 antibody interaction | 360,000 tested, 0.43% active | TR-FRET gp120-PG9 antibody binding | inhibition, % at 6.7 µM | AID 624416, 2012; in the data active means inhibition above about 8.5%
ARFGAP1 inhibitor: inhibitors of rat ARFGAP1 GAP activity, primary screen, biochemical, fluorescence polarization, GDP tracer. AID 651572, 2012. ADP-ribosylation factor GTPase-activating protein 1 (Rattus norvegicus), Q62848. Arfgap1-stimulated ARF1 GTP hydrolysis, GDP FP detection. 360,000 tested, 0.26% active. inhibition, % at 16.5 µM;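 active means inhibition above a per-plate limit, mean inhibition of low control wells plus 3 SD, cut at about 25% in these data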;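 further: 0% = DMSO wells with enzyme and 100% = wells lacking Arfgap1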
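System: truncated rat Arfgap1 GAP domain / Medium: HEPES-based buffer, pH 7.5 / Also added: N-terminally truncated human ARF1-GTP substrate / Incubation: enzyme reaction 120 min at 25 °C after 20 min preincubation / Measured by: FP of antibody-bound GDP Alexa 633 tracer, ex 620/em 688 nm / Replicates: singlicate, each compound tested once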
GC-B act: human GC-B receptor activators, primary screen, HEK293 GC-B cells, cGMP TR-FRET, EC30 CNP; AID 1920062, 2024; 0% at EC30 CNP, 100% saturating CNP; 370,000 tested, 0.11% active; activation, % at 10 µM;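 active means activation at 10 µM reaching about 35% in either raw or pattern-adjusted values, limit read from the data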
SMARCA2 act: SMARCA2 (BRM) function activators, primary screen, cell-based, luminescence, high throughput; MG213 cells, MMTV-luciferase reporter, dexamethasone, overnight; 370,000 tested, 1% active; activation, % at 9.1 µM; in the data active means activation above about 7.8%;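 further: 0% = vehicle wells and 100% = reference activator wells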
ASAP1 GAP inh: inhibitors of human ASAP1 ArfGAP activity, primary screen, biochemical, fluorescence polarization. Arf-GAP with SH3 domain, ANK repeat and PH domain-containing protein 1 (Homo sapiens), …. ASAP1-stimulated ARF1 GTP hydrolysis, GDP FP detection. inhibition, % at 16.5 µM. 360,000 tested, 0.19% active; in the data active means inhibition above about 25%;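 further: 0% = vehicle with enzyme and substrate and 100% = no enzyme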
ABHD4 inh: ABHD4 inhibitors, primary screen, biochemical, fluorescence polarization, mouse; inhibition, % at 8.92 µM; purified mABHD4, FP-Rh probe fluorescence polarization; 370,000 tested, 0.54% active; (Lyso)-N-acylphosphatidylethanolamine lipase (Mus musculus), Q8VD66; AID 720543, 2013;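 active means inhibition exceeding the mean over every tested compound plus 3 SD, cut at about 30% in these data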;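 further: 0% = plate median of compound wells and 100% = S159A mutant with DMSO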
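system = mouse ABHD4 enzyme, wild type | medium = HEPES pH 7.0, NaCl, Pluronic buffer | also added = FP-Rh probe | incubation = Enzyme–compound pre-incubation 45 min, then probe 60 min, both 25 °C | technique = fluorescence polarization, excitation 525 nm, emission 598 nm, BODIPY TMR filters | controls = S159A mutant high control, sample median low control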
rCAG binder: binders of r(CAG) RNA repeats, primary screen, biochemical, fluorescence; r(CAG) RNA repeat, TO-PRO-1 dye displacement fluorescence; inhibition, % at 3 µM; 370,000 tested, 1.3% active;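 active means inhibition above the plate cutoff, the mean of all test compounds on that plate plus 3 SD, cut at about 35% in these data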;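 further: 0% = DMSO alone and 100% = 100 µM mitoxantrone as full dye displacement; higher means more dye released from RNA so lower well fluorescence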
GC-A act: GC-A stimulated cGMP production enhancers – HEK293 GC-A cells, cGMP TR-FRET, EC30 ANP, primary screen; Atrial natriuretic peptide receptor 1 (Homo sapiens), P16066; 0% at EC30 ANP, 100% saturating ANP; activation, % at 10 µM; 370,000 tested, 0.14% active; in the data active means activation above about 40%
Target sequence (P16066 whole entry, looked up): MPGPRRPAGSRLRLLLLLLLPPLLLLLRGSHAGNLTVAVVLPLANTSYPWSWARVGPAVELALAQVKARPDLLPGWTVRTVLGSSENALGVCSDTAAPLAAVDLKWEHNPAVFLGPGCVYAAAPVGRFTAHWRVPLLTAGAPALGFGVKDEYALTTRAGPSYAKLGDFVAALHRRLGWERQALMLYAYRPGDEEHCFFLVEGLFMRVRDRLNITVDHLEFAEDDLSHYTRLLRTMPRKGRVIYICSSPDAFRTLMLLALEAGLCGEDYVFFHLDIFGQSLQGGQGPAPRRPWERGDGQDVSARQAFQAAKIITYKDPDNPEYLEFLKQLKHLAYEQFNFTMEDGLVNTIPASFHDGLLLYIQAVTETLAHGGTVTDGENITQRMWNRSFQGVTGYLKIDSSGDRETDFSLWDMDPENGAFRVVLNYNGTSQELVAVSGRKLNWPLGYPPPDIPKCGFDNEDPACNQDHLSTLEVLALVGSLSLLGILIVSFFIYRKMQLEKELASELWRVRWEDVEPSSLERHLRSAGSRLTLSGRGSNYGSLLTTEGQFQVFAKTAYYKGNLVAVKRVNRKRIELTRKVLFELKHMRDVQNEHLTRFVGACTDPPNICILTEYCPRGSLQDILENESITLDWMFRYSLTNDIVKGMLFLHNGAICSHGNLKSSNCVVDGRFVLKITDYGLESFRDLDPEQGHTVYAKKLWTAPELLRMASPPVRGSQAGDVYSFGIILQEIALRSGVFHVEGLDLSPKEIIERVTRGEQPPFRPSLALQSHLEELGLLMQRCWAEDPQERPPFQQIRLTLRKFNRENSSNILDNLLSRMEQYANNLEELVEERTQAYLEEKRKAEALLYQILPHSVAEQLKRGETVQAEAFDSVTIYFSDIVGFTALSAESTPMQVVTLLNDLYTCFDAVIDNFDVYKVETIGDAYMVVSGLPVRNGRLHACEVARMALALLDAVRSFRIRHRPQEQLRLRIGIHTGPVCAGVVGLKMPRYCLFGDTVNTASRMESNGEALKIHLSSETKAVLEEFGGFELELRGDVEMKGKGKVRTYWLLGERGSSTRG
Rev-erbA mod: modulators of Rev-erb alpha DNA binding, primary screen, biochemical, FITC-DNA, fluorescence polarization, uHTS; Nuclear receptor subfamily 1 group D member 1 (Homo sapiens), P20393; Rev-erbα–FITC-DNA binding, 90 min; activity, % at 10 µM; 370,000 tested, 0.79% active; AID 1259318, 2017;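 active means activity above about 14%, limit read from the data; passing the limit was not always enough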;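 further: 0% = DMSO wells with 35 nM protein and 100% = DMSO wells with 750 nM protein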
* marks the source's active call; other numbers are inactive results; · = not tested or not shown; & = joins results of further samples. This is a subset; rates above refer to the full screens.

SMILES,HTRA1 inhibitor,PG9 Ab binder,ARFGAP1 inhibitor,GC-B act,SMARCA2 act,ASAP1 GAP inh,ABHD4 inh,rCAG binder,GC-A act,Rev-erbA mod
COc1ccc(C2(C#N)CC[N+](C)(C)CC2)cc1,2,0.5,9,-4,-1,3,0,0,1,10
COc1ccc(C(O)c2cc(OC)ccc2OP(=O)(N(C)C)N(C)C)cc1 (stereo unspecified),1,-0.2,-2,0,-1,6,1,-7,-2,0
COc1ccc(Cn2c(N)c(C(=O)NCc3ccco3)c3nc4ccccc4nc32)cc1,-62,1.1,1,17,4,21,-13,24,17,8
O=C1NC(=O)C(Nc2ccccc2)C(=O)N1,2,-1.9,-8,5,-2,10,1,2,-1,0
CCCCOc1ccc(CN2CCN(CC)CC2)cc1,12,1.1,2,4,0,-6,-2,-3,1,-3
O=C1c2ccccc2-c2cc3ccccc3cc21,-24,-2.2,7,3,8,3,4,13,-1,4
CCC(C)C(=O)N[C@@H](c1ccccc1)[C@@H](O)C(=O)O[C@H]1C[C@@]2(O)[C@@H](OC(=O)c3ccccc3)C3[C@](C)(C(=O)[C@H](OC(C)=O)C(=C1C)C2(C)C)[C@@H](O)C[C@H]1OC[C@@]31OC(C)=O (stereo partly specified),-7,1.6,9,3,-2,14,-1,9,2,-1
COc1ccc(C(=O)OC2C[C@H]3CC[C@@H](C2)N3O)cc1OC (stereo partly specified),7,-1.0,0,3,-2,3,-2,-3,5,-1
Cc1c(C(=O)C(=O)N2CCC3(CC2)OCCO3)c2ccccc2n1C,6,2.2,11,0,-4,7,-2,-4,4,-5
Cc1ccc(OP(N)(=O)Oc2ccc(C)cc2)cc1,2,0.7,-2,1,1,-13,-4,-2,2,1
O=C(c1cc(S(=O)(=O)N2CCC3(CC2)OCCO3)ccc1F)N1CCC2(CC1)OCCO2,-7,-0.4,8,1,5,11,4,-6,-1,-3
C=C[C@@H]1C2=CCOC(=O)C2=CO[C@H]1O[C@@H]1O[C@H](CO)[C@@H](O)[C@H](O)[C@H]1O,-4,-1.8,-7,1,0,5,0,0,-2,2
CCCNC(=O)c1c(N)n(CC2CCCO2)c2nc3ccccc3nc12 (stereo unspecified),-1,2.0,18,·,-2,14,5,1,·,·
O=C1NS(=O)c2cc([N+](=O)[O-])cc([N+](=O)[O-])c21 (stereo unspecified),7,0.0,11,2,-3,-7,12,-3,0,4
C=CCn1c(O)c(C(C)=NC2CCN(Cc3ccccc3)CC2)c(=O)[nH]c1=O,·,-0.8,13,-8,-2,-11,-3,-5,1,1
COC(=O)C1=C(c2ccc(F)cc2OCc2ccccc2)C[C@@H]2CC[C@H]1N2C(=O)NCc1ccccc1C(F)(F)F,-14,-1.5,-8,-8,-1,8,-4,-2,-7,6
O=C(c1cc(Br)ccc1Cl)N1CCC2(CC1)OCCO2,6,-2.8,-5,-1,1,5,3,-2,4,-6
Fc1ccc(C(OCCN2CCN(CCCc3ccccc3)CC2)c2ccc(F)cc2)cc1,-8,0.0,1,0,-8,-8,15,0,-3,2
COCc1cc(OC(=O)N(C)C)nc(-c2ccccc2)n1,·,0.8,10,-4,-3,5,0,-5,-1,1
Nc1c(C(=O)NCc2ccco2)c2nc3ccccc3nc2n1Cc1ccccc1,-52,-0.4,4,-9,0,1,-4,20,-11,2
Cc1ccc(C)c(NC(=S)NCCc2cnc[nH]2)c1,3,-1.3,-1,7,-7,0,-4,2,4,-1
C[N+]12CN3CN(CN(C3)C1)C2,7,1.2,0,-1,-2,-6,4,-1,4,4
CC1=C2[C@@H]3OC(=O)[C@H](C)C3CC[C@@]2(C)C=CC1=O (stereo partly specified),-1,1.0,6,7,0,12,5,-3,0,-2
CNC(=O)O/N=C(\N)Cc1csc2ccc(Cl)cc12,-4,-1.6,1,6,-1,3,-3,-4,0,2
N#CC1c2ccccc2-n2nncc2CN1C(=O)c1cccnc1 (stereo unspecified),·,·,·,8,-2,·,4,2,2,10
CCC(Oc1cc(Cl)ccc1Cl)C(=O)N1CCC2(CC1)OCCO2 (stereo unspecified),-2,-1.9,8,-10,4,-8,2,-5,-5,0
CN(C=O)CP(=O)(O)CN(C)C=O,1,1.3,-6,9,-6,-3,-2,5,-2,2
O=[N+]([O-])c1cccc(NP(=O)(N2CC2)N2CC2)c1,-1,-1.9,-6,5,0,-10,3,1,0,-4
Cc1cc(OCC(=O)O)c2c3c(c(=O)oc2c1)CCCC3,4,-0.5,10,-5,2,8,-2,-1,-1,0
O=C1NC(=O)C(CCc2ccncc2)(c2ccccc2)C(=O)N1,-6,-2.6,-5,2,2,-12,0,1,1,-14
C=C1C(O)(c2ccccc2)C2CC[N+]1(C)CC2 (stereo unspecified),-4,-0.5,-7,-5,1,3,2,2,1,-1
Cc1[nH]c2ccccc2c1CCCNC1CCCCC1,-2,-4.7,-2,-9,-2,-13,0,0,-11,-3
CN(C)CCN=Cc1c(O)n(-c2cccc(C(F)(F)F)c2)c(=O)[nH]c1=O,-1,-1.2,16,0,-3,0,-11,-1,2,8
C=CCn1c(O)c(C(C)=NCCc2ccccc2)c(=O)[nH]c1=O,4,0.6,-1,3,0,-7,3,3,4,-1
C=CCCC1(CC)C(=O)NC(=S)NC1=O,3,-1.8,-1,-1,5,0,-3,-1,4,-1
C[C@]12CC[C@H](O)C[C@H]1CC[C@@H]1C2CC[C@]2(C)[C@@H](C3=CC(=O)OC3)[C@@H](O)C[C@]12O (stereo partly specified),1,-0.9,11,0,1,-6,6,-7,-1,-2
O=c1[nH]c(O)c(N=Nc2cccc(S(=O)(=O)N3CCOCC3)c2)c(=O)[nH]1,0,-1.1,-5,4,1,-13,-1,0,3,2
COC(=O)C1=C(c2ccc(OC)c(OC)c2)C[C@@H]2CC[C@H]1N2C(=O)NC1Cc2ccccc2C1,-2,-0.2,-23,-4,2,4,3,-5,-1,4
Clc1ccc(OCC#CCN2CCOCC2)cc1,2,0.0,15,4,-2,9,9,-4,7,-3
Cc1ccccc1N1C(=O)NC(=O)/C(=C\c2cc(C)n(C)c2C)C1=O,3,-2.4,9,-1,0,0,5,5,0,-1
COc1ccccc1-n1c(O)c(/C=C2\C=Nc3ccccc32)c(=O)[nH]c1=O,-2,-1.0,-1,-6,5,8,-3,5,9,2
O=C(CN1CCCCC1)c1ccccc1F,-10,0.9,11,-2,-3,9,-1,-3,1,8
OC(CNC1CCCCC1)C(F)(F)F (stereo unspecified),2,-1.5,4,0,3,-3,-1,-1,-2,-3
COc1ccc(C(=O)C2CCCN(Cc3ccon3)C2)c(OC)c1 (stereo unspecified),-1,-1.5,-11,4,-2,2,1,-4,3,-7
O=C(c1ccc(Cl)cc1)C1CCCN(Cc2ccc3nonc3c2)C1 (stereo unspecified),-16,-1.0,17,-10,-4,11,1,3,-4,7
COc1cc(N2CCOCC2)ccc1/C=C1\C(=O)NC(=O)N(Cc2ccc3c(c2)OCO3)C1=O,-7,0.6,22,1,-4,-3,4,25,14,-3
NCCc1c(Cc2ccccc2)[nH]c2ccccc12,·,-0.6,-5,-14,-4,1,10,8,-27,-2
CC1CCCN(CC(=O)c2ccc(Cl)c(Cl)c2)C1 (stereo unspecified),-6,-0.2,7,1,-1,-1,0,4,0,4
CN(C)C(=O)Oc1ccc(NC(=O)N2CCOCC2)cc1,12,0.1,2,-1,0,-15,0,-1,5,-5
N[C@@H](Cc1ccc(N(CCCl)CCCl)cc1)C(=O)O,2,-2.4,2,3,3,15,-4,8,2,-8&0

Part of the list above, with two lines to a compound.
Fields – HTRA1 inhibitor	PG9 Ab binder	ARFGAP1 inhibitor	GC-B act	SMARCA2 act	ASAP1 GAP inh	ABHD4 inh	rCAG binder	GC-A act	Rev-erbA mod
> C[C@]12CC[C@H](O)C[C@H]1CC[C@@H]1C2CC[C@]2(C)[C@@H](C3=CC(=O)OC3)[C@@H](O)C[C@]12O (stereo partly specified)
  1	-0.9	11	0	1	-6	6	-7	-1	-2
> O=c1[nH]c(O)c(N=Nc2cccc(S(=O)(=O)N3CCOCC3)c2)c(=O)[nH]1
  0	-1.1	-5	4	1	-13	-1	0	3	2

Next part:
SMILES,HTRA1 inhibitor,PG9 Ab binder,ARFGAP1 inhibitor,GC-B act,SMARCA2 act,ASAP1 GAP inh,ABHD4 inh,rCAG binder,GC-A act,Rev-erbA mod
COC(=O)C1=C(c2ccc(F)cc2F)C[C@@H]2CC[C@H]1N2C(=O)N1CCCCC1,-4,-1.1,0,0,0,-10,3,-6,2,-6
O=C(CCc1nnc2ccc(NCc3ccccc3)nn12)N1CCC2(CC1)OCCO2,3,-2.4,11,0,-2,-20,3,-4,2,5
COc1ccc(-n2nnnc2C(c2cccs2)N2CCC(n3c(=O)[nH]c4ccccc43)CC2)cc1 (stereo unspecified),·,-0.8,3,1,-4,2,-8,9,-10,0
CN(C)CC1CCCCC1OC(=O)c1ccc(Cl)c(Cl)c1 (stereo unspecified),-6,4.2,-1,1,-4,-8,7,-6,-3,-1
C=CCn1c(O)c(/C=C2/C=c3ccccc3=N2)c(=O)[nH]c1=S,-7,-4.2,-3,1,0,-3,-2,3,22,-2
C=CCN1C(=O)NC(=O)/C(=C/c2cnc(SC)nc2)C1=O,-3,-1.0,-4,-3,-1,6,-9,9,1,0
CCN(CC)Cc1c[nH]c2ccccc12,-2,0.6,-1,1,0,7,9,0,0,1
Fc1cccc(-c2ccc3c(c2)CN(C(=S)NCCc2ccccc2)Cc2cnnn2-3)c1,·,-4.8,6,0,-5,10,-8,13,0,-1
CC1(C)N2CC3([N+](=O)[O-])CN1CC([N+](=O)[O-])(C2)C3,1,-0.8,15,-2,-2,-3,1,0,-3,-5
COc1ccc(CN2Cc3cc(N4CCOCC4)ccc3-n3nncc3C2)cc1,·,-0.9,0,-6,-2,-3,3,1,0,0
C=C(C)[C@@H]1[C@H]2OC(=O)[C@H]1[C@]1(O)C[C@H]3O[C@]34C(=O)O[C@H]2[C@]14C,2,-0.9,12,0,-2,-5,1,1,5,-7
COc1cc(/C=C2\C[C@H]3[C@@H]4CC=C5C[C@@H](N6CCCC6)CC[C@]5(C)[C@H]4CC[C@]3(C)[C@H]2O)cc(OC)c1OC,-33,-0.1,10,6,1,7,7,9,4,2
CCOCC1(CCc2ccccc2)C(=O)NC(=S)NC1=O,1,0.5,-19,0,-4,-15,7,4,3,-1
